Source: PubChem BioAssay (National Center for Advancing Translational Sciences (NCATS))
L3MBTL1 block: inhibitors of human L3MBTL1; Q9Y468; AlphaScreen L3MBTL1–H3K9me1 peptide binding; Potency, µM (doses to about 57.1 µM), without a hit: at the highest dose activity, negative = inhibition, most hits filed as inhibitors; 230,000 compounds, 0.66% hits; active = well fitted inhibition curve with a large enough effect; note: nearly all actives have a fitted effect of over 60% in size
Target sequence (Q9Y468 whole entry, looked up): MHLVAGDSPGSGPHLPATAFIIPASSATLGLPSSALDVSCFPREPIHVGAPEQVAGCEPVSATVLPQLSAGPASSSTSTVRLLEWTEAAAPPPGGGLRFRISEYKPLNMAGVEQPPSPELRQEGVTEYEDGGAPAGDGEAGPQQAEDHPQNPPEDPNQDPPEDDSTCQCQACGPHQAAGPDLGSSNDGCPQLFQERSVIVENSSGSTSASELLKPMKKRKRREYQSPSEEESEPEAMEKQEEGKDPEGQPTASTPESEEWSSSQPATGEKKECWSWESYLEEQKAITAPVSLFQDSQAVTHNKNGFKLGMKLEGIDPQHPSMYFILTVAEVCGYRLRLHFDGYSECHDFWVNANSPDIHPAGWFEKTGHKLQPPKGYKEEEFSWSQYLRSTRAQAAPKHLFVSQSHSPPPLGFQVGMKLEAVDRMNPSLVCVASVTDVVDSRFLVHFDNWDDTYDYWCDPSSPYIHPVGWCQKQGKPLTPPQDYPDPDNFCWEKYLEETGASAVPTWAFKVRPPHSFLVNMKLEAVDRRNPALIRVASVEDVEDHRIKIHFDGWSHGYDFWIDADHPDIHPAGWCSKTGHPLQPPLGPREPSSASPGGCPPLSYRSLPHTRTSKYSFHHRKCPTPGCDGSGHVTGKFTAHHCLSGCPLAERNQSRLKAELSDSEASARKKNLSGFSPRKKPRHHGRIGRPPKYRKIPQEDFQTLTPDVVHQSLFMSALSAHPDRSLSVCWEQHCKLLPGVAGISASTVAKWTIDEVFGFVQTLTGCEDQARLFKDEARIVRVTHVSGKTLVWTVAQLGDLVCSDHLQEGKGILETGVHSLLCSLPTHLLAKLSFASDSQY
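AlphaScreen proximity signal between nickel-chelate acceptor and streptavidin donor beads (final 10 ug/mL) reports binding of 50 nM L3MBTL1 to 75 nM biotin-H3 K9me1 peptide; complex incubated with compounds 30 min at room temperature; cefsulodin titration as control.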
Numbers without * were called inactive; & = joins results of further samples; [ ] = another dose, or the depositor's remark. % is set by controls: 0 for no effect and ±100 for the full control effect; potency is the fitted concentration of half-maximal effect.

L3MBTL1 block	compound
3%	Cc1cc(OCC(=O)NNC(=O)c2ccncc2)ccc1C(C)C
-5%	NS(=O)(=O)c1ccc(CNC(=S)NC(=O)c2ccco2)cc1
2%	O=C(NCc1ccc(F)cc1)C(c1ccccc1)c1ccccc1
-4%	CN(C(=O)c1ccc(NC(=O)Cc2cccc(NC(=O)C3CCN(C(=O)c4ccccc4)CC3)c2)cc1)C1CCCC1
8%	O=C(COC(=O)C1(c2ccccc2)CC1)NNC(=O)c1ccccc1F
-1%	COc1ccc(CN2C3CCC2CC(NC(=O)c2cccc(F)c2)C3)cc1 (stereo not drawn)
-8%	Cc1ccccc1N1CCN(Cc2ccc([N+](=O)[O-])o2)CC1
0%	CC(C)c1ccc(N(CC(=O)NC(C)(C)C)C(=O)CCC(=O)Nc2nccs2)cc1

Arranged by value in L3MBTL1 block (high to low): 3 from the list above.
L3MBTL1 block	compound
8%	O=C(COC(=O)C1(c2ccccc2)CC1)NNC(=O)c1ccccc1F
-1%	COc1ccc(CN2C3CCC2CC(NC(=O)c2cccc(F)c2)C3)cc1 (stereo not drawn)
-5%	NS(=O)(=O)c1ccc(CNC(=S)NC(=O)c2ccco2)cc1

The list goes on.
L3MBTL1 block	compound
-4%	CC(C)OCCCNC(=O)c1cc(S(=O)(=O)N2CCc3ccccc32)cn1C
0%	CCOc1cc(N2CCOCC2)c(OCC)cc1NC(=O)COC(=O)COc1cc(C)cc(C)c1
-10%	COC(=O)c1c(NC(=O)CSc2nccn2C)sc(C)c1C
7%	Cc1noc(C)c1C(=O)Nc1ccccc1N1CCOCC1
-1%&-15%	Clc1ccccc1-c1ccc2ncnc(NCc3ccc4c(c3)OCO4)c2c1
13%	O=C(NCCc1ccccc1)c1nccc2ccccc12
-21%	NC(=O)CC(NC(=O)c1cccc(Br)c1)c1ccc(NC2CCC2)c([N+](=O)[O-])c1 (stereo not drawn)
40%[activator]	CCCOc1ccc(C(=O)Nc2ccc(CN3CCOCC3)cc2)cc1

Next entries:
L3MBTL1 block	compound
-9%	COc1ccccc1/C=C/C(=O)NC(=S)Nc1ccccn1
-5%	CCCCN(C(=O)COC(=O)COc1c(C)cc(C)cc1C)c1c(N)n(CCC)c(=O)[nH]c1=O
-2%	Cc1cc(NC(=O)c2ccccc2Cl)ccc1NC(=O)c1ccccc1Cl
2%	CCc1noc(C)c1C(=O)NCCc1ccc(F)cc1
-15%	CC1Nc2ncnc(N3CCN(c4ccccc4)CC3)c2N(Cc2ccc(Br)cc2)C1=O (stereo not drawn)
-7%	CC(=O)[C@H]1CC[C@H]2[C@@H]3C=CC4=CC(=O)CC[C@@]4(C)[C@@H]3CC[C@]12C
-1%	O=C(NC(=S)Nc1ccccc1[N+](=O)[O-])c1cncc(Br)c1
7%	COc1ccc(C(=O)NCCS(=O)(=O)N2CCc3ccccc3C2)cc1

(next part)
L3MBTL1 block	compound
1%	O=C(Cn1[nH]c(=O)c2ccccc2c1=O)NCC1COc2ccccc2O1 (stereo not drawn)
2%	O=C(CCCNC(=O)c1ccc(Cl)cc1)Nc1nccs1
-7%	CN(CCc1ccccn1)Cc1ccc(Cl)c(Cl)c1
5%	COc1ccc2oc(=O)c(C(=O)NC3CCCCCC3)cc2c1
4µM*	O=C(CN1CCCC1)NC(c1ccccc1)c1ccccc1
4%	CCc1ccccc1NC(=O)CN(C)C(=O)c1cc(C2CC2)nc2c1cnn2C(C)C
7%	CC(C)N(Cc1ccccc1)C(=O)CN1C(=O)NC2(CCCCCC2)C1=O
1%	COC(=O)C1=C(C)NC(=O)NC1c1c(O)ccc2ccccc12 (stereo not drawn)

Reformatted: results already given
smiles,L3MBTL1 block
O=C(CN1CCCC1)NC(c1ccccc1)c1ccccc1,4µM*
O=C(CCCNC(=O)c1ccc(Cl)cc1)Nc1nccs1,2%
COC(=O)C1=C(C)NC(=O)NC1c1c(O)ccc2ccccc12 (stereo not drawn),1%
CN(CCc1ccccn1)Cc1ccc(Cl)c(Cl)c1,-7%

More entries
L3MBTL1 block	compound
-2%	O=Cc1c(NCc2ccc(Cl)cc2)c2ccccc2[nH]c1=O
-11%	Cc1cc(C(=O)NNC(=O)c2cccs2)c(C)o1
-4%	O=C(NCC(c1ccco1)N1CCN(c2ccc(F)cc2)CC1)C(=O)NC1CCCC1 (stereo not drawn)
-2%	CN1CCN(c2nc3c(c(=O)n(C)c(=O)n3C)n2Cc2cccc(Br)c2)CC1
2%	Nn1c(SCC(=O)NNC(=O)c2ccccc2)nnc1-c1ccccc1F
0%	Cc1ccc(NS(=O)(=O)c2ccc3c(c2)OCCCO3)cc1S(=O)(=O)N1CCOCC1
3%	CCN(CC(=O)Nc1ccc(NC(C)=O)cc1)C(=O)c1ccc(C(=O)c2ccccc2)cc1
9%	OCC[C@H]1C[C@@H](O)[C@H](O)[C@@]2(CCc3ccccc3CO2)O1

Entries listed so far that bear a hit mark in L3MBTL1 block.
L3MBTL1 block	compound
4µM*	O=C(CN1CCCC1)NC(c1ccccc1)c1ccccc1

Further entries
L3MBTL1 block	compound
11%	CC1CCC(NC(=O)COC(=O)c2n[nH]c(=O)c3ccccc23)CC1 (stereo not drawn)
-3%	COc1ccccc1N1CN(S(=O)(=O)c2ccc(C)cc2)c2nc3ccccc3nc21
6%	O=C(NCCCN1CCCC1=O)c1cc(S(=O)(=O)N2CCOCC2)c(Cl)cc1Cl
1%	CCC1OC(c2ccc([N+](=O)[O-])cc2)=Nc2ccccc21 (stereo not drawn)
-1%	CN(C(=O)c1ccccc1C(=O)OCC(=O)c1ccccc1)c1ccccc1
6%	N#Cc1ccc(C(=O)N2CCN(C(=O)C3CCCO3)CC2)cc1 (stereo not drawn)
23%	Cn1c(=O)n(C)c2cc(NC(=O)c3ccccc3NS(C)(=O)=O)ccc21
9%	Cc1ccc(S(=O)(=O)N2[C@@H](c3ccccc3F)C(C(=O)O)=CC[C@H]2c2ccc3c(c2)OCO3)cc1

Going on with the list.
L3MBTL1 block	compound
10%	CN(C)C(=O)CCc1ccc2c3c([nH]c2c1)[C@]1(C)[C@@H](C(=O)N2CCOCC2)C[C@H](CC(=O)NCc2cccc(C(F)(F)F)c2)C(=O)N1CC3
-3%	O=C(NCC(c1ccco1)N1CCc2ccccc21)C(=O)Nc1ccccc1 (stereo not drawn)
-5%	NC(=O)CC(NC(=O)Cc1cccc2ccccc12)c1ccc(NCCCN2CCCC2=O)c([N+](=O)[O-])c1 (stereo not drawn)
-7%	C[C@@H]1[C@H]2[C@@H](O[C@@H]3O[C@H](CO)[C@@H](O)[C@H](O)[C@H]3O)OC=C(C(=O)O)[C@H]2C[C@@H]1O
-3%	CCOc1cc(N2CCOCC2)c(OCC)cc1NC(=O)COC(=O)C1CCCN1S(=O)(=O)c1ccccc1F (stereo not drawn)
4%	COc1cc(/C=N/n2nnnc2N)ccc1OCC(N)=O
-2%	O=C(CN1C(=O)NC2(CCCC2)C1=O)OCCOc1ccccc1Cl
4%	Cc1cc(Br)ccc1NC(=O)CSCc1c(C)noc1C

Next structures.
L3MBTL1 block	compound
-10%	O=C(Nc1ccccc1C(=O)O)c1cccc(C(=O)Nc2ccccc2C(=O)O)c1
4%	COc1cc(F)c(C2=CC(=O)C[C@H](c3ccc(F)cc3)C2)cc1F
3%	CSc1nnc(SCC(=O)N(C)c2c(N)n(Cc3ccccc3)c(=O)[nH]c2=O)s1
13µM*	NS(=O)(=O)c1ccc(-c2ccc(/C=C3\NC(=S)NC3=O)o2)cc1
6%	COC(=O)[C@H](CC(C)C)NCc1cccc(CN[C@@H](CC(C)C)C(=O)OC)c1
33%[activator]	Nc1nc(COC(=O)C2CC(=O)N(Cc3ccccc3)C2)nc(Nc2ccccc2)n1 (stereo not drawn)
0%	COCCCNC(=O)c1ccccc1N(Cc1ccccc1)S(=O)(=O)c1ccc(OC)cc1
-1%	O=C1C(=O)N(CCCN2CCOCC2)C(c2ccc(Cl)cc2)/C1=C(/O)c1ccc(F)cc1 (stereo not drawn)

Continuation:
L3MBTL1 block	compound
-12%	COC(=O)c1ccc2c(c1)c(-c1ccccc1)c(-c1ccccc1)n2C
1%	Nc1c(C(=O)Nc2ccc3c(c2)OCCO3)nnn1Cc1cccc(Cl)c1
-2%	CCCNC(=S)N1CCC(NC(=O)c2ccc(OC)cc2)CC1
-1%	CCCCN(C(=O)CSCC(=O)Nc1ccc(OC)cc1)c1c(N)n(Cc2ccccc2)c(=O)[nH]c1=O
-2%	C[C@@H](NC(=O)c1nc[nH]c1C(=O)NCC(=O)OC(C)(C)C)c1ccccc1
-5%	O=C(CNS(=O)(=O)c1ccc(Cl)c(C(F)(F)F)c1)NC1CCCCCC1
-6%	O=C(Nc1ccccc1)c1nc[nH]c1C(=O)N1CCc2ccccc2C1
7%[2.29 µM]	Cc1ccc(OCCCCN2CCc3ccccc3C2)c(C)c1

Going on with the list:
L3MBTL1 block	compound
3%	O=C(Nc1ccccc1N1CCOCC1)c1cccc(S(=O)(=O)N2CCOCC2)c1
3%	CCOC(=O)CCCCCC(=O)Nc1ccc2c(c1)CC(=O)N([C@@H](C)CO)C[C@@H](C)[C@@H](CN(C)C(=O)Nc1ccc(C(F)(F)F)cc1)O2
6%	CC(NC(=O)CN1C(=O)NC2(CCCCC2C)C1=O)c1ccccc1 (stereo not drawn)
-6%	COc1ccc(C(=O)N2CCN(c3ncccn3)CC2)cc1S(=O)(=O)N1CCOCC1
2%	COc1ccccc1C(=O)NNC(=O)c1cccc(C)c1
1%	CC(C)(CNC(=O)c1ccc(-c2ccccc2Cl)o1)N1CCOCC1
5%	CCCCn1nc(C(=O)NCC(c2cccs2)N2CCOCC2)c2ccccc2c1=O (stereo not drawn)
5%	O=C(COC(=O)c1ccccc1Br)NCc1cccs1

Arranged by heavy-atom count (low to high): part of the list above.
L3MBTL1 block	compound
5%	O=C(COC(=O)c1ccccc1Br)NCc1cccs1
2%	COc1ccccc1C(=O)NNC(=O)c1cccc(C)c1
7%[2.29 µM]	Cc1ccc(OCCCCN2CCc3ccccc3C2)c(C)c1
6%	CC(NC(=O)CN1C(=O)NC2(CCCCC2C)C1=O)c1ccccc1 (stereo not drawn)
-6%	COc1ccc(C(=O)N2CCN(c3ncccn3)CC2)cc1S(=O)(=O)N1CCOCC1
3%	CCOC(=O)CCCCCC(=O)Nc1ccc2c(c1)CC(=O)N([C@@H](C)CO)C[C@@H](C)[C@@H](CN(C)C(=O)Nc1ccc(C(F)(F)F)cc1)O2

Next section.
L3MBTL1 block	compound
-11%	COc1cc(CCc2ccccc2)c(C(=O)O)c(O)c1C/C=C(/C)CCC=C(C)C
-5%	O=C(Nc1ccc(Nc2ccccc2)cc1)c1cccc(F)c1
3%	COc1ccc(NC(=O)CNC(c2ccccc2)c2ccccc2)cc1
-9%	COc1ccc(CNC(=O)C2CCN(C(=O)c3ccc(-c4ccccc4)cc3)CC2)cc1
3%	COc1ccc(NC(=O)CN(C)CC(=O)NC2CCCCC2C)cc1 (stereo not drawn)
-2%	Cc1c(NCc2ccncc2)cccc1C(=O)O
13%	COc1ccc(OCC(O)CNC2CCCC2)cc1 (stereo not drawn)
8%	Cc1ccc(S(=O)(=O)N2[C@@H](c3cccc(Cl)c3)C(C(=O)O)=CC[C@H]2c2cccc(Cl)c2)cc1

New compounds follow:
L3MBTL1 block	compound
0%	Cc1ccc(C)c(NC(=O)COC(=O)CCNC(=O)c2ccco2)c1
2%	CCOCc1c(C(=O)N2CCN(CC(=O)Nc3ccc(F)cc3)CC2)oc2ccccc12
-1%	COc1ccc(N2CCN(C(=O)COC(=O)c3ccc(OC(F)F)cc3)CC2)cc1
2%	COc1ccccc1CN1CCCCCC1
-5%	Cc1cc(S(=O)(=O)Nc2nc(CN3CCOCC3)nc3sc4c(c23)CCC4)ccc1F
9%	CC1Sc2ccc(C(=O)Nc3ccccc3OC(F)F)cc2NC1=O (stereo not drawn)
-17%	COc1ccc(C(=O)N2CCN(Cc3ccc4c(c3)OCO4)CC2)cc1OC
5%	CC(NC(=O)COC(=O)c1cc(S(=O)(=O)N2CCOCC2)ccc1F)c1ccccc1 (stereo not drawn)

(listing goes on)
L3MBTL1 block	compound
9%	Cc1onc(-c2ccccc2)c1C(=O)OCC(=O)N1CCC(C)CC1
0%	NC(=O)c1cc([N+](=O)[O-])ccc1NCc1ccc(F)cc1
1%	CCCc1cc(=O)oc2cc(OC(=O)CN3C(=O)NC4(CCCC4)C3=O)ccc12
-12%	COc1ccccc1N1CCN(CC(=O)Nc2ccc(S(=O)(=O)N3CCCCCC3)cc2)CC1
-9%	O=C(NC1(Cc2ccccc2)CCN(Cc2ccc(-c3ccccc3)cc2)C1=O)c1ccccc1 (stereo not drawn)
13%	CC(NC(=O)CCc1ccccc1)c1ccc2c(c1)OCO2 (stereo not drawn)
7%	O=C(CC1OC(=O)c2ccccc21)NCC1COc2ccccc2O1 (stereo not drawn)
1%	Cc1ccc(S(=O)(=O)NCCC(=O)NC2CCC(C)CC2)cc1 (stereo not drawn)

The results go on.
L3MBTL1 block	compound
6%	CCn1c(Oc2ccccc2F)nc2c1c(=O)n(C)c(=O)n2C
6%	O=C(COC(=O)c1ccccc1)Nc1cc(S(=O)(=O)N2CCCCCC2)ccc1Cl
2%	Nc1nc(N)nc(-c2cccc(Cl)c2)n1
3%	CCOCCCn1c(SCC(=O)Nc2ccccc2OC)nc2ccccc2c1=O
-6%[2.29 µM]	O=S(=O)(c1ccc(F)cc1)N1CCCc2ccccc21
1%	CC(=O)Nc1ccc(NC(=O)C(C)OC(=O)C2CCCCC2)cc1 (stereo not drawn)
-4%	Cn1c(CNC(=O)c2ccc(F)cc2)cc2ccccc21
8%	O=S1(=O)CCOC(CO)CN1Cc1ccc(Cl)c(Cl)c1 (stereo not drawn)
-1%	O=C(Nc1cccc(S(=O)(=O)NCc2ccco2)c1)c1cccc(Cl)c1
5%	CN(C)S(=O)(=O)c1ccc(Cl)c(C(=O)NNC(=O)c2ccc3c(c2)OCO3)c1
0%[2.29 µM]	CC(=O)Nc1ccc(S(=O)(=O)Nc2ccc(Cl)cn2)cc1

These rows are one share of the data; the hit share may differ from the screen's.
